# Screening data from PubChem.
# FEN1 inh – inhibitors of human flap endonuclease 1. P39748. Potency, µM (doses to about 114 µM), without a hit: at the highest dose activity change, negative = inhibition, actives largely listed as inhibitors. 0.35% of 390,000 active. Recombinant FEN1 flap cleavage, fluorescence, 15 min; note: nearly all actives have a fitted effect of over 65% in size
#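 Compounds are tested as a concentration series against 10 nM FEN1; after a 15 min room-temperature preincubation, 50 nM substrate starts cleavage, with plate reads at 0 and 15 min. Normalized responses are fitted by a Hill equation.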
# KAT2A inh – blocks human GCN5L2 histone acetyltransferase | 0.21% of 390,000 active | Potency, µM (top dose mostly 58.9 µM), for the others: at the top dose activity change, negative = inhibition, usual class: inhibitors | Q92830 | AID 504327 | GCN5L2 HAT assay, ThioGlo1 CoA-SH fluorescence
# Target sequence (Q92830 whole entry, looked up): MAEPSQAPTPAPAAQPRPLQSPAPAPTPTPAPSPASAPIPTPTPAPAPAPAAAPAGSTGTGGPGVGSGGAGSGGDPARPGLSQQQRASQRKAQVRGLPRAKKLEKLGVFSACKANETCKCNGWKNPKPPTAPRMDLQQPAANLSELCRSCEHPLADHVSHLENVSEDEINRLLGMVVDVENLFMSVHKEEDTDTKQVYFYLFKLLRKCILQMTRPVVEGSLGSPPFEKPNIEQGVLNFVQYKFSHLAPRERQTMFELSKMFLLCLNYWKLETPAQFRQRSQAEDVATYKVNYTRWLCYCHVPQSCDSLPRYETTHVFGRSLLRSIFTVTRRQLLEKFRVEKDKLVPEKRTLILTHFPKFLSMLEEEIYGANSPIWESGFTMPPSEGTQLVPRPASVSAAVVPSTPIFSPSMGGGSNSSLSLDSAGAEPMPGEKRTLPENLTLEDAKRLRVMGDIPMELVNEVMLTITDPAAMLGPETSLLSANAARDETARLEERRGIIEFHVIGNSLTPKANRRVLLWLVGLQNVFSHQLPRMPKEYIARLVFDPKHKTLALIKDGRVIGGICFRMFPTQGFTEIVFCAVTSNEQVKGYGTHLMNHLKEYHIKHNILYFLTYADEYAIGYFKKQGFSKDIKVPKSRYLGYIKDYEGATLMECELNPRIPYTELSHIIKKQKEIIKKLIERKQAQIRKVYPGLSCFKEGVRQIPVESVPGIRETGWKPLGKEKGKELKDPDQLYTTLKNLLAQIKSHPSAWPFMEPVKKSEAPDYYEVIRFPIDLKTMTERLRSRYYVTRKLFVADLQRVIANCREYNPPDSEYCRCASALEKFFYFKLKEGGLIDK
#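 qHTS, 1536-well. 20nM enzyme, pH 7.5 HEPES/EDTA/Tween-20 buffer; 15 min compound preinc., RT. Start: 75uM H3(1-25), 70uM AcCoA, 50uM ThioGlo1. Read Ex340/Em540 at t=0 (autofluorescence flag) and t=20 min.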
# N370S GC mod – inhibitors or activators of N370S glucocerebrosidase for Gaucher disease; P04062; N370S GC spleen homogenate, 4MU-glucoside fluorescence; Potency, µM (top dose mostly 59.4 µM), for the others: at the highest dose activity change, negative = inhibition, most hits filed as inhibitors; 0.092% of 330,000 active; AID 2101;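 note: 0% = full enzyme activity and -100% = no enzyme basal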
# The depositor's hits bear a star; ? = inconclusive; · = not tested or not shown; & = joins results of further samples; [ ] = dose if it differs, or a comment. Calls come from the whole dose curve; as a rule, active = well fitted curve in the direction sought with a large enough effect; inconclusive = small, poorly fitted or top-dose-only effect, or another doubt; inactive = no such curve, though single readings can be large; an effect the other way counts as inactive or inconclusive. Unless noted, % is set by controls: 0 for no effect and ±100 for the full control effect; potency is the fitted concentration of half-maximal effect.
# Order of results – FEN1 inh, KAT2A inh, N370S GC mod
Cc1cccn2c(=O)c(C=O)c(Sc3ncccn3)nc12
  -2%, -3%, -6%
CC(=O)NCCC(=O)Nc1cc(S(=O)(=O)N2CCOCC2)ccc1Oc1ccc(F)cc1
  -4%, -21%, -13%
COc1ccc(-n2nnnc2-c2nc3ccccc3s2)cc1
  -3%, 1%, -15%
CS(=O)(=O)c1ccc(Cl)c(NC(=O)CSc2nc3ccccc3c(=O)n2CCCN2CCOCC2)c1
  0%, 2%, 6%
CCOc1ccc2nc(NC(NC(C)=O)(C(=O)OC)C(F)(F)F)sc2c1 (stereo not drawn)
  -4%, -1%, 0%
COc1ccc(CNC(=O)CSc2nnc3c(Cl)cc(C(F)(F)F)cn23)cc1OC
  4%, 1%, 5%
O=[N+]([O-])c1ccc2c(c1)C(N1CCOCC1)/C(=C/C1(O)CCCCC1)O2 (stereo not drawn)
  1%, -6%, -1%
COc1ccc(-c2cc(OC(=O)c3cccc(Cl)c3)c3c(C)oc(C)c3c(=O)c2)cc1OC
  -6%, -15%, ·
COc1ccc(S(=O)(=O)NCCCCOc2ccc(Cl)cc2)cc1
  -5%, -29%, -6%
Cc1cc(N2CCN(C)CC2)nc2ccc(NC(=O)CCC(=O)NCCCOC(C)C)cc12
  -12%, -8%, 3%
CC(=O)Nc1cccc(C(=O)N/N=C/c2ccccc2F)c1
  -15%, 1%, 9%
Cc1cc(C)n(-c2nc3ccccc3c(=O)n2OCC(C)C)n1
  1%, 2%, -20%
CCCCC(CC)C(=O)Nc1ccc(Nc2ccccc2)cc1 (stereo not drawn)
  -2%, -11%, 1%
Cc1cc2c(NC(=O)Nc3ccc(C(C)(C)C)cc3)cccc2nn1
  ?, -9%, -3%
Cn1c(-c2ccc(F)cc2)cnc1SCC(=O)NNC(=O)Cc1ccccc1
  1%, -6%, -2%
Cc1nn(-c2ccccc2)c(C)c1C(=O)N1CCN(S(=O)(=O)c2ccccc2)CC1
  -17%, -14%, ·
Cc1cc(N/N=C/c2cccc([N+](=O)[O-])c2)nc(-n2nc(C)cc2C)n1
  -5%, -7%, -2%
Cc1ccc(NC(=O)CSc2nc3ccccc3c(=O)n2CC2CCCO2)cc1 (stereo not drawn)
  10%, -9%, 0%
O=c1ccc2c(-c3ccccc3S(=O)(=O)O)c3ccc(O)c(O)c3oc-2c1O
  ?, -12%, ·
CCc1nn2c(=O)cc(COC(=O)c3cccc(NC(=O)c4ccccc4Cl)c3)nc2s1
  20%, 27%, ·
COc1cc(/C=N/N=C(\N)c2nonc2N)cc(OC)c1OC
  6%, -15%, -7%
CCCc1c(C(=O)N/N=C(\C)CCc2ccc(OC)cc2)nnn1-c1nonc1N
  2%, -5%, 3%
O=C(Nc1cc(S(=O)(=O)N2CCOCC2)ccc1N1CCCC1)c1cc(=O)[nH]c2ccccc12
  -15%, 0%, 16%
Cc1csc(SCC(=O)Nc2oc(C)c3c(C)n[nH]c(=O)c23)n1
  5%, -1%, 0%
COc1ccc(C2CC(c3ccc(C)cc3)Nc3nc(N)nn32)cc1 (stereo not drawn)
  6%, -3%, -5%
C(=N\N(c1ccccc1)c1ccccc1)/c1ccc(N2CCOCC2)s1
  -12%, -10%, 7%
CCSc1ncc(Cl)c(C(=O)Nc2sc3c(c2C(=O)NC)CCCC3)n1
  -16%&-5%, 3%, ·
C=CCNC(=O)c1cc(-c2ccc3c(c2)OCO3)on1
  -1%, 0%, -4%
CCOc1ccc(-n2ccnc2)nn1
  17%, -10%, -2%
O=C(NNC(=O)C1CCCCC1)c1ccncc1
  13%, 1%, -1%
O=C(O)CNS(=O)(=O)c1c(Cl)cccc1Cl
  4%, -1%, 3%
Cc1ccc(NC(=O)CN(c2cc(C)cc(C)c2)S(=O)(=O)c2c(C)noc2C)nc1
  -9%, -6%, ?
COc1cccc2c1cc1c(=O)n(CC(=O)N3CCCCCC3)nc(C)n12
  -3%, -9%, -16%
CCS(=O)(=O)c1ccc2c(c1)N(S(=O)(=O)c1ccc(Cl)cc1)CC(C(=O)O)O2 (stereo not drawn)
  -2%, -7%, -11%
Cc1ccc(S(=O)(=O)c2cc3ccccc3oc2=O)cc1
  1%, -5%, -4%
O=C(c1cccs1)N1CCN(c2ncccn2)CC1
  -10%, -2%, 6%
Nc1ccc(S(=O)(=O)NCc2ccccn2)cc1
  14%, -19%, -6%
CCC(=O)N1CCc2cc(Br)cc(S(=O)(=O)N3CCN(c4ccccc4)CC3)c21
  18%, -8%, ·
Fc1ccc(-c2cnc3n2CCCCC3)cc1
  -1%, -10%, 9%
O=C(c1ccc(C(F)(F)F)cc1)C1CCCN(C(=O)CCn2cncn2)C1 (stereo not drawn)
  -12%, -5%, 5%
Cc1ccccc1CN1C(=O)c2ccccc2Sc2ccc(C(=O)NCCN3CCOCC3)cc21
  4%, -8%, ?
COc1ccc(OC)c(NC(=O)COC(=O)c2nc(Cl)ccc2Cl)c1
  -5%, -14%, 0%
Cc1ccc(C(=O)c2c(N)c(-c3nc(-c4ccc5c(c4)OCO5)cs3)c3ccccn23)cc1C
  0%, -4%, ·
CC(=O)NCCC(=O)Nc1cc(F)ccc1C
  8%, 0%, -2%
CCN(C(=O)CSc1nc2cc(S(=O)(=O)N(CC)CC)ccc2o1)C1CCS(=O)(=O)C1 (stereo not drawn)
  13%, -4%, -1%
CCN(C(=O)CCc1nnc2ccc(N3CCC4(CC3)OCCO4)nn12)c1ccccc1
  -4%, 3%, -8%
Cc1ccc(C)c(NC(=O)CN(C)S(=O)(=O)c2ccc3c(c2)CCC(=O)N3)c1
  -1%, -1%, ·
CSCc1ccc(C(=O)NCc2ccc(F)cc2)cc1
  -2%, 0%, 3%
COC(=O)CC1COc2ccccc2N1C(=O)c1ccc(C(C)(C)C)cc1 (stereo not drawn)
  -7%, -4%, 9%
COc1cc(NS(=O)(=O)c2cn(C)cn2)cc(OC)c1OC
  -4%, 2%, 0%

# Additional entries follow:
# Order of results – FEN1 inh, KAT2A inh, N370S GC mod
CCOC(=O)Cn1c(=O)oc2cc(S(=O)(=O)N3CCCC(C(=O)OCC)C3)ccc21 (stereo not drawn)
  -9%, -16%, 6%
Cc1cccc(N2CCN(C(=O)c3cc4ccccc4oc3=O)CC2)c1C
  ?, ?, 12%
COc1ccccc1NS(=O)(=O)c1cc(NC(=O)c2sc3cc(Cl)ccc3c2Cl)ccc1C
  -16%, -2%, ?
O=C(COC(=O)CCC(=O)c1ccccc1)NNC(=O)c1ccc(Cl)cc1
  -11%, ?, 1%
O=[N+]([O-])c1cccc(CSc2nc3ccccc3[nH]2)c1
  -4%, -4%, 7%
O=C(OCC(=O)c1ccc(Cl)s1)c1cnccn1
  -5%, -6%, -13%
CCCCN(C(=O)c1nn(C)c(=O)c2ccccc12)c1c(N)n(CC(C)C)c(=O)[nH]c1=O
  0%, -5%, ·
CC(C)(C)NC(=O)CSc1ccc(S(=O)(=O)N2CCOCC2)cn1
  2%, -2%, ·
COc1cc(N)c(Cl)cc1C(=O)CCC1CCN(CCNS(C)(=O)=O)CC1
  ·, ?, -9%&7%
Cn1nnnc1SCc1cccc2ccccc12
  4%, -18%, 10%
COc1ccc(N2CCN(C(=O)CNC(=O)Cc3ccc(Cl)cc3)CC2)cc1
  -2%, 1%, -4%
Cc1ccc(-c2nnc(Nc3cccc(Cl)c3)c3ccccc23)cc1S(=O)(=O)NCC1CCCO1 (stereo not drawn)
  8%, -1%, ·
O=C(NCc1nc2ccccc2[nH]1)c1c(F)c(F)c(F)c(F)c1F
  -7%, -7%, 0%
C=CCn1c(SCC(=O)c2[nH]c(C)c(C(=O)OC)c2C)nc2scc(-c3ccc(OC)c(OC)c3)c2c1=O
  -7%, 9%, 3%
COc1ccc(C)cc1S(=O)(=O)Nc1ccc(F)cc1
  -3%, -1%, ?
CCOc1cc(/C=N/NS(=O)(=O)c2ccc(OC)cc2)ccc1OCCN1CCOCC1
  1%, -1%, -1%
O=C(CSc1nc2ccccc2n1Cc1ccccc1)N/N=C/c1ccccc1C(=O)O
  -8%, 0%, 6%
O=C(NCCCNC(=O)c1ccccc1F)c1ccco1
  -2%, -4%, 1%
CCOc1cc(NC(=S)NCC2CCCO2)c(OCC)cc1NC(=O)c1ccccc1 (stereo not drawn)
  -27%, -12%, 17%
CC(=O)c1ccc(OCc2cc([N+](=O)[O-])cc3c2OCOC3)cc1
  -3%, -13%, -9%
CCCCCc1c(O)nc(SCCN2CCOCC2)[nH]c1=O
  13%, -5%, -26%
CCOC(=O)CNC(=O)CSc1nnc(-c2cccc(OC)c2)n1CC
  2%, -1%, -7%
COCc1nnc(NC(=O)CCCOc2ccccc2OC)s1
  5%, -1%, 0%
CCOC(=O)c1cnc(Nc2nc3ccccc3o2)nc1CSC(=S)N1CCCCC1
  -7%, 1%, 4%
COc1ccc(C(=O)NC2CC2)cc1OC1CCN(Cc2cnn(C)c2)CC1
  2%, -1%, 3%
CCOc1ccccc1C(=O)N1CCC(n2nnc3cc(C(F)(F)F)ccc32)CC1
  1%, -5%, 7%
CCOC(=O)c1[nH]c2ccccc2c1NC(=O)c1ccc(S(=O)(=O)N(C)C)cc1
  -9%, -3%, -17%
O=C(Nc1ccccc1Br)c1cc(S(=O)(=O)NC2CCCCC2)ccc1F
  -1%, -8%, ·
O=C(OCc1cccc([N+](=O)[O-])c1)c1ccc[nH]c1=O
  -14%, -1%, 0%
O=c1c2ccccc2c(/C=N/n2cnnc2)c(O)n1-c1ccccc1F
  -7%, ?, 6%

# An excerpt of these results, tab-delimited:
smiles	FEN1 inh	KAT2A inh	N370S GC mod
Cc1csc(SCC(=O)Nc2oc(C)c3c(C)n[nH]c(=O)c23)n1	5%	-1%	0%
COc1ccc(C2CC(c3ccc(C)cc3)Nc3nc(N)nn32)cc1 (stereo not drawn)	6%	-3%	-5%
C(=N\N(c1ccccc1)c1ccccc1)/c1ccc(N2CCOCC2)s1	-12%	-10%	7%
CCSc1ncc(Cl)c(C(=O)Nc2sc3c(c2C(=O)NC)CCCC3)n1	-16%&-5%	3%	·
C=CCNC(=O)c1cc(-c2ccc3c(c2)OCO3)on1	-1%	0%	-4%

# (list continues)
# Order of results – FEN1 inh, KAT2A inh, N370S GC mod
NS(=O)(=O)c1ccc(CCNC(=O)COC(=O)CCc2ccccc2)cc1
  -4%, -4%, 0%
CCc1nc(NCCc2ccccn2)c2nnn(Cc3ccccc3F)c2n1
  3%, -1%, -13%
CC(C)NC(=O)CC(c1ccccc1)c1cc(Br)ccc1O (stereo not drawn)
  0%, ?, -4%
CC1(C)CC(=O)c2cc(C(=O)Nc3ccc(Cl)cc3)c(=O)[nH]c2C1
  20%, 3%, ·
O=C(Cn1ncc2c3ccccc3n(Cc3ccc(Cl)cc3)c2c1=O)N1CCCCCC1
  -20%, -12%, ·
CCn1c(Cc2ccccc2)nnc1SCc1ccc([N+](=O)[O-])cc1
  17%, -4%, -3%
CCOC(=O)c1sc(NC(=O)c2cc(-c3ccc(F)cc3)on2)c(C(=O)OCC)c1C
  1%, 3%, ·
CCN(CC)CCOc1ncnc2c1oc1ccccc12
  -2%, 0%, 4%[2.35 µM]
Cc1ccccc1NC(=O)COC(=O)c1ccc2nc(C)c(C)nc2c1
  -17%, -10%, ·
CCCCn1c(CNC(=O)C23CC4CC(CC(C4)C2)C3)nnc1SCC(=O)Nc1nnc(C)s1
  -4%, -1%, -3%
CC(C)C(NC(=O)c1c(F)cccc1F)C(=O)N1CCN(S(=O)(=O)c2ccc(F)cc2)CC1 (stereo not drawn)
  20%, 3%, ·
Cc1ccc2cc3cc(C(=O)NC4CCCCC4)oc3nc2c1
  18%, -25%, -10%
O=C(NC1CCCCC1)C(c1cccnc1)N(C(=O)c1csnn1)c1ccc(F)cc1 (stereo not drawn)
  0%, -17%, -12%
O=C(Nc1ccc2c(c1)OCCO2)c1ccc(Cl)c(S(=O)(=O)N2CCCCC2)c1
  -10%, -6%, -4%
CC(=O)OCc1cnc(C)c2oc(=O)c(C(=O)Nc3cccc(F)c3)cc12
  12%, -1%, ·
O=C(Cc1cn2ccsc2n1)Nc1ccccn1
  -1%, -5%, 2%
CCc1ccc(NC(=O)C2CCCN2S(=O)(=O)c2ccc3c(c2)CCCC(=O)N3)cc1 (stereo not drawn)
  -5%, 1%, ·
O=[N+]([O-])c1cccc(/C=C/c2ccccn2)c1
  0%, -2%, -2%
Cc1cc2ccccc2n2c(SCC(=O)NCc3cccs3)nnc12
  -6%, -5%, 3%

# Of the compounds above, 3 contain a tert-butyl group.
# Order of results – FEN1 inh, KAT2A inh, N370S GC mod
Cc1cc2c(NC(=O)Nc3ccc(C(C)(C)C)cc3)cccc2nn1
  ?, -9%, -3%
COC(=O)CC1COc2ccccc2N1C(=O)c1ccc(C(C)(C)C)cc1 (stereo not drawn)
  -7%, -4%, 9%
CC(C)(C)NC(=O)CSc1ccc(S(=O)(=O)N2CCOCC2)cn1
  2%, -2%, ·
